Screening results deposited in PubChem by several laboratories.
UGM FP inh: Mtb UDP-galactopyranose mutase inhibition. P9WIQ1. inhibition, % at 10 µM. purified UGM, fluorescence polarization probe displacement. 320,000 compounds, 0.06% hits; in the data active = inhibition above about 10%, passing the limit was not always enough; inconclusive = no clear call, values can overlap the other calls
Target sequence (P9WIQ1 whole entry, looked up): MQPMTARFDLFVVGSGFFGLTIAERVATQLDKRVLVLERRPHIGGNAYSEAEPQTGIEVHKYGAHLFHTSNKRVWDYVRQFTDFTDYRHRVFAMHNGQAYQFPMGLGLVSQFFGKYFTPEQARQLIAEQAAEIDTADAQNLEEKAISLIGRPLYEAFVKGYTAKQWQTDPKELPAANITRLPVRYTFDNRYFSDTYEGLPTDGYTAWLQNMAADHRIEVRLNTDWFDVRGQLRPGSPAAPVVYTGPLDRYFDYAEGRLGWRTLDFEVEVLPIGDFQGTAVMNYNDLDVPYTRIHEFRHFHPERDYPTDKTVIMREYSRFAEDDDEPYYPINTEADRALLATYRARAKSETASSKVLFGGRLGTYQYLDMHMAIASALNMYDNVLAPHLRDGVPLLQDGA
BoNT-A LC inh2: inhibitors of Botulinum neurotoxin A light chain protease; multiplex microsphere protease substrate cleavage, flow cytometry; inhibition, % at 10 µM; 360,000 compounds, 0.17% hits; in the data active = inhibition above about 30%; inconclusive = no clear call, values can overlap the other calls; note: plate controls were buffer without enzyme for full effect and enzyme alone for no effect
PrPC TRFRET: reduces human prion protein on the cell surface; AID 720596; 370,000 compounds, 0.43% hits; cell surface PrPC, TR-FRET read-out; inhibition, % at 13.8 µM; in the data active = inhibition above about 24%; note: 0% = median of the test wells and 100% = reference compound wells
FBA Mtb inh: inhibits M. tuberculosis FBA enzyme | inhibition, % at 1 µM | purified M. tuberculosis FBA, fluorescence read-out | 360,000 compounds, 2.3% hits | P9WQA3; in the data active = inhibition above about 27%;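 note: 0% = vehicle and 100% = reference inhibitor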
Target sequence (P9WQA3 whole entry, looked up): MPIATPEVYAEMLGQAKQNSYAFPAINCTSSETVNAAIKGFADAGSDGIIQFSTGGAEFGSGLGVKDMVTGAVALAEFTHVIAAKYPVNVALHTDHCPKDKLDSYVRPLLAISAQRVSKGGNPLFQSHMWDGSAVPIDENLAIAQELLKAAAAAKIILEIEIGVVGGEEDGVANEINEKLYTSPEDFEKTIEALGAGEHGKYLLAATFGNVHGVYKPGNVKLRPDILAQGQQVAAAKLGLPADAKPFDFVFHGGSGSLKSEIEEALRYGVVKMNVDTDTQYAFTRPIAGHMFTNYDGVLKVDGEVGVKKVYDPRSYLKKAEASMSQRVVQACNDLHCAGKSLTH
CCHF vOTU inh: CCHFV vOTU protease inhibition; 370,000 compounds, 0.55% hits; Pep-AMC fluorescence; inhibition, % at 11.5 µM; note: 0% = vehicle wells with enzyme and 100% = no enzyme wells
BoNT-F LC inh: inhibitors of Botulinum neurotoxin F light chain protease | 360,000 compounds, 0.22% hits | inhibition, % at 10 µM | Multiplex microsphere protease cleavage assay, flow cytometry; in the data active = inhibition above about 35%, passing the limit was not always enough; inconclusive = no clear call, values can overlap the other calls; note: plate controls were buffer without enzyme for full effect and enzyme alone for no effect
FadD28 binding: inhibitors of Mycobacterium tuberculosis FadD28 bisubstrate binding; FadD28 bisubstrate probe binding, fluorescence polarization; 360,000 compounds, 0.22% hits; inhibition, % at 12.5 µM; AID 588549; in the data active = inhibition above about 8.5%, passing the limit was not always enough; inconclusive = no clear call, values can overlap the other calls
Mtb BioA inh: BioA (M. tuberculosis) enzyme inhibition. inhibition, % at 9.99 µM. 360,000 compounds, 0.096% hits. purified M. tuberculosis BioA enzyme, plate reader. AID 602481; in the data active = inhibition above about 40%; inconclusive = no clear call, values can overlap the other calls
GDH-TPI inh: GDH-TPI coupled enzyme inhibition counter-screen; GDH-TPI coupled enzyme counterscreen, NADH absorbance; inhibition, % at 4.8 µM; 360,000 compounds, 1.2% hits; AID 588335;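 note: 0% = DMSO wells and 100% = wells lacking the enzyme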
An asterisk follows results filed as active; ? = inconclusive; / = not tested or not shown; & = joins results of further samples. Cut-off read from the data, not from the text of the source, unless noted: active = inhibition above about 30%; inactive = the rest.

mol	UGM FP inh	BoNT-A LC inh2	PrPC TRFRET	FBA Mtb inh	CCHF vOTU inh	BoNT-F LC inh	FadD28 binding	Mtb BioA inh	GDH-TPI inh
O=C(O)c1ccccc1C(=O)c1cccc2ccccc12	-1.0	-2.6	3	1	-2	-2	-1.4	-1.5	-1
CC(C)Oc1ccc(N2CC(C(=O)Nc3ccccc3F)CC2=O)cc1 (stereo not drawn)	0.2	-0.1	2	2	4	-21	0.0	-1.6	6
O=C1OC(c2ccccc2)(c2cc(Br)c(O)c(Br)c2)c2ccccc21 (stereo not drawn)	/	0.5	6	-2	18	-4	-0.2	4.1	9
COC(=O)c1ccccc1NC(=O)COc1ccccc1[N+](=O)[O-]	5.4	1.1	-11	4	-13	4	-1.4	/	5
O=C(O)c1cccc(-n2c(/C=C/c3ccccc3)nc3ccccc3c2=O)c1	1.9	-2.0	6	1	14	15	-5.4	0.0	32*
COc1ccc(C(CNC(=O)C(CCSC)NC(=O)c2ccccc2Cl)N2CCCC2)cc1 (stereo not drawn)	1.2	-15	-13	-4	-1	43*	/	-1.2	-2
COc1ccccc1CCc1nnc(CCC(=O)NC(C)Cc2cccc(C)n2)o1 (stereo not drawn)	/	0.3	-1	4	-14	-2	-0.7	12	4
COc1ccc(S(=O)(=O)N2CCN(CC(=O)N3CCOCC3)CC2)cc1OC	1.0	-0.3	0	-2	-8	1	-5.1	-1.5	6
CN1CCC(N(C)CC(O)c2ccccc2)CC1 (stereo not drawn)	-1.2	0.2	-1	5	0	3	-1.4	0.2	0
CN(Cc1ccccc1)CC1CCCN(CCc2ccccc2F)C1 (stereo not drawn)	1.7	-2.5	8	0	9	?	0.0	1.2	0
Cc1cc(C)nc(SCC(=O)Nc2ccnc3ccccc23)n1	-3.2	1.1	46*	0	12	11	-2.2	/	5
CCc1nnc(NC(=O)c2cc(S(=O)(=O)N(C)c3ccc(OC)cc3)ccc2Cl)s1	5.1	-2.8	3	2	-7	-2	-0.9	0.6	-4
O=C(NCc1ccccc1)c1c(O)c2ccccc2[nH]c1=O	0.3	-2.5	-1	2	-9	?	-2.5	-0.4	-1
CCOCC(=O)NC1CCSC1=O (stereo not drawn)	-3.1	-0.6	-3	-3	-3	-5	1.4	0.2	7
Cc1cccc(C(=O)Nc2ccc(C(=O)/C=C/c3cccs3)cc2)c1	1.4	2.1	-2	2	3	11	3.3	-2.7	4
O=C1C(=Cc2cccc(Cl)c2)Cc2ccccc21	/	-1.0	-5	-1	3	-2	-1.0	/	/
COc1ccc(CNC(=O)C2CCCN(C(=O)Nc3ccccc3OC)C2)cc1 (stereo not drawn)	-0.7	-3.1	2	-3	6	-1	-3.3	-1.4	-15
NNc1nnc2c3cc(F)ccc3n(Cc3ccccc3)c2n1	-0.9	?	-10	-2	-4	?	-0.9	/	-2
CN1N=C(C(C)(C)C)CSC1=Nc1ccc(F)cc1	-2.0	?	4	1	-9	?	-0.8	/	6
Cc1ccc(OC(=O)C2CSC3(C)CCC(=O)N23)c(Br)c1 (stereo not drawn)	-2.5	?	-1	-2	8	?	-2.0	-0.2	0
COc1ccc(CC(=O)Nc2ccc(-c3nnc(-c4ccc(C)cc4)o3)cc2)cc1	-1.8	3.0	-5	0	10	28	0.0	-1.1	0
CN(C)C(=O)c1cccc(-c2cc(NC=O)c3ncc(-c4ccc(F)c(Cl)c4)n3c2)c1	/	-0.1	-9	-2	7	-5	-7.6	3.7	10
O=c1ccn([C@@H]2O[C@H](CNCc3cccc4c3sc3ccccc34)[C@@H](O)[C@H]2O)c(=O)[nH]1	/	1.1	-4	3	11	-1	-1.9	-1.3	/
CCc1nn(C(C)C(=O)N2CCN(c3ccc(OC)cc3)CC2)c(=O)c2cc3occc3n12 (stereo not drawn)	-0.1	2.2	7	-1	-3	7	1.5	4.0	2
COc1ccc(C(C(=O)NCc2ccc(F)cc2)N(Cc2cccnc2)C(=O)c2snc(C(N)=O)c2N)cc1 (stereo not drawn)	-2.3	0.7	-10	4	-10	-7	-0.9	0.3	8
O=C(COC(=O)/C=C/c1cccs1)Nc1ccc2ccccc2c1	-1.8	0.8	-4	3	3	1	-2.0	/	17
Cc1cc(CN(C)C)c(OC(=O)N(C)C)cc1C	-0.5	-0.2	-4	0	7	10	-4.7	2.2	-4
C=CCN(C(=O)CCC(=O)O)C1CC(=O)N(c2ccc(OCCC)cc2)C1=O (stereo not drawn)	3.1	0.3	-7	-2	10	4	-2.2	-1.5	4
Cn1ccnc1C(O)(c1ccccc1)c1ccccc1	3.2	-0.4	7	0	19	-7	-0.7	0.9	-3
COc1cc(CNc2nc(C)c([N+](=O)[O-])c(C)c2C#N)cc(OC)c1OC	-0.5	0.3	2	2	-2	3	-0.7	/	8
COc1ccc(C)cc1Nc1cc(C)nc2nc(C)nn12	-2.7	-0.1	11	3	-8	4	-0.4	0.2	7
CCOC(=O)c1c(C)[nH]c(C(=O)OCC(=O)N(CC(C)C)C2CCS(=O)(=O)C2)c1C (stereo not drawn)	-2.9	4.6	-2	0	3	12	/	-0.1	7
O=C1C(=O)N(Cc2ccccc2)C(=O)N1CCN1C(=O)c2ccccc2C1=O	1.0	0.1	-7	-1	-9	2	-3.6	/	-3
Cc1nc(Cc2nnc(SC(C)C(=O)Nc3ccccc3)o2)cs1 (stereo not drawn)	/	-0.5	-5	0	-8	-1	-2.8	-0.7	5
COc1ccc(NC(=S)N/N=C/c2ccc(F)c(F)c2)cc1	2.5	-0.3	10	0	-1	-8	-3.8	/	0
COc1ccc(Nc2cc(C)nc3ncnn23)cc1	/	-1.6	5	1	-5	22	-0.6	1.2	-6
Cc1ccc(S(=O)(=O)c2nc(S(C)(=O)=O)sc2N2CCC3(CC2)OCCO3)cc1	-2.6	3.7	1	1	-3	-5	0.0	-1.1	11
CSc1ccc(C(=O)C2CCCN(Cc3cccc4nccnc34)C2)cc1 (stereo not drawn)	0.5	0.3	2	2	19	8	-3.0	/	13
Cc1csc(NC(=O)c2ccccc2[N+](=O)[O-])n1	-0.7	-0.8	-3	1	-4	1	-3.6	0.5	0
CCn1cc(C(=O)NCc2ccccc2)c2ccccc21	/	0.0	-2	4	5	0	-6.8	/	-6
Cc1cc(C(=O)CSc2nc(N)cc(=O)[nH]2)c(C)n1-c1ccc(OC(F)F)cc1	2.1	-0.5	11	0	2	-2	-2.0	-1.3	3
CC(=O)c1ccc(OCC(O)CN2C(C)CCCC2C)cc1 (stereo not drawn)	1.4	-0.4	-2	-7	-2	-5	-2.4	0.6	4
O=C(NCc1ccccc1)C1c2ccccc2OCC(=O)N1CCCN1CCOCC1 (stereo not drawn)	/	0.7	-3	/	-5	4	/	/	/
COc1ccc(S(=O)(=O)Nc2ccc(-c3ccc4nnc(C)n4n3)cc2)c(OC)c1	0.8	/	-15	0	13	/	-3.3	-1.5	1
COc1ccccc1NS(=O)(=O)c1cc(Cl)ccc1OC	-0.4	-1.0	3	6	-2	-4	0.8	0.8	-10
CCOc1ccc2nc(NC(=O)CSc3ccc(Cl)cc3)sc2c1	0.3	-0.5	0	3	-13	3	2.5	/	-8
N#CC(C#N)=NNc1ccc(S(=O)(=O)N2CCCC2)cc1	-1.0	0.3	0	-3	19	8	-0.5	/	14
CC(=O)C(C)n1c(CN(C)Cc2ccccc2)nc2c1c(=O)n(C)c(=O)n2C (stereo not drawn)	1.8	0.0	5	3	3	9	-1.5	1.0	3
O=C1c2ccc3c4c(ccc(c24)C(=O)N1c1ccc2ccccc2c1)CC3	1.8	0.7	1	3	-10	0	-1.1	-6.8	-7
O=C(CCc1ccccc1)n1nc(-c2ccccc2)nc1NCc1ccco1	3.9	-3.0	0	1	1	-4	0.8	/	-1
CCN(CC(=O)Nc1ccccc1C(F)(F)F)C(=O)CCc1nc2ccccc2c(=O)[nH]1	2.3	-5.2	4	-1	6	-86	-1.1	-1.5	13
Cc1cccc(C(=O)NC(=S)Nc2ccc(S(=O)(=O)N3CCCCC3)cc2)c1	1.9	0.1	-2	-1	15	8	-3.0	-0.3	7
Nc1ccc(Cc2nc3c(ccc4ccccc43)[nH]2)cc1	0.2	-0.5	11	1	-1	-15	-3.1	-0.1	3
Cc1ccc(SCC(=O)O/N=C(\N)c2cccc([N+](=O)[O-])c2)cc1	-2.8	-2.3	-13	0	-10	-20	-2.4	1.3	-1
C[C@H](CO)N1C[C@H](C)[C@@H](CN(C)Cc2ccncc2)Oc2c(NC(=O)CCC(F)(F)F)cccc2C1=O	-1.7	-0.5	5	-1	-15	-1	0.2	0.5	8
O=C(CSc1nc2ccccc2c(=O)n1-c1ccc(F)cc1)Nc1ccc(N2CCOCC2)cc1	-1.0	-0.4	0	1	-3	-5	-1.0	/	-5
CCOc1ccc(NC(=O)CCC(=O)NNC(=O)c2ccccc2Cl)cc1	-0.6	0.8	-1	-1	1	0	-1.1	-3.8	0
Cc1cccc(S(=O)(=O)N(C)C[C@@H]2OCc3cn(nn3)CCCC(=O)N([C@H](C)CO)C[C@H]2C)c1	/	-0.2	-6	-3	-4	-3	-3.6	-0.8&-0.2	6
COCC(C)NC(=S)NC(=O)c1cc(S(=O)(=O)N2CCOCC2)ccc1C (stereo not drawn)	1.6	0.6	8	0	-17	0	0.3	/	11
Cc1ccc(NC(=O)CCCNC(=O)c2ccc(Cl)cc2)c(Br)c1	4.2	-0.9	3	2	-12	-13	-2.0	3.4	-6

Arranged by number of heavy atoms (descending): part of the list above
mol	UGM FP inh	BoNT-A LC inh2	PrPC TRFRET	FBA Mtb inh	CCHF vOTU inh	BoNT-F LC inh	FadD28 binding	Mtb BioA inh	GDH-TPI inh
COc1ccc(CNC(=O)C2CCCN(C(=O)Nc3ccccc3OC)C2)cc1 (stereo not drawn)	-0.7	-3.1	2	-3	6	-1	-3.3	-1.4	-15
COCC(C)NC(=S)NC(=O)c1cc(S(=O)(=O)N2CCOCC2)ccc1C (stereo not drawn)	1.6	0.6	8	0	-17	0	0.3	/	11
CN(Cc1ccccc1)CC1CCCN(CCc2ccccc2F)C1 (stereo not drawn)	1.7	-2.5	8	0	9	?	0.0	1.2	0

New compounds follow
mol	UGM FP inh	BoNT-A LC inh2	PrPC TRFRET	FBA Mtb inh	CCHF vOTU inh	BoNT-F LC inh	FadD28 binding	Mtb BioA inh	GDH-TPI inh
COc1ccc(/C=C/C(=O)OCC(=O)c2cc(C)ccc2C)cc1	/	-0.6	-3	-3	-11	-4	-4.7	-1.2	-5
COc1ccc(N2CCN(C(=O)/C(C#N)=C/c3ccccc3)CC2)cc1	3.2	-0.5	1	-6	-4	-5	-4.6	/	-8
Cc1csc(NC(=O)C(NC(=O)c2ccccc2F)C(C)C)n1 (stereo not drawn)	-0.6	0.3	1	6	-15	-2	-1.5	2.1	-2
Cc1ccc2nc(Cl)c3cc(C(=O)N(CCN(C)C)Cc4ccco4)sc3c2c1	1.5	-0.7	-9	-3	21	1	-4.3	/	-3
OCc1ccc(-c2ccccc2)c(-c2ccccc2)c1	-3.0	-4.4	2	-1	6	?	-0.3	0.1	9
CCCc1ccc2oc(C(=O)N3CCNC(=O)C3CC(=O)OC)c(C)c2c1 (stereo not drawn)	-3.3	-0.1	-4	-1	4	-2	-3.5	0.7	7
O=C(Nc1cc(C(F)(F)F)ccc1N1CCOCC1)C1Cc2ccccc2CN1C(=O)c1ccco1 (stereo not drawn)	0.3	2.5	2	-2	3	-1	-5.9	-1.2	-16
COc1cccc(Cn2cccc(NC(=O)Nc3ccccc3C)c2=O)c1	0.3	-0.6	19	-3	3	-4	-0.5	/	-1
CC(=O)Cc1c(C(=O)O)c(C)nn1-c1ccccc1	-1.6	-0.2	-4	2	2	0	-0.6	/	0
